Xi reactivation – reactivates the inactive X chromosome in mouse fibroblasts. XiGFP mouse fibroblasts, % GFP-positive cells imaging, 3 d; cells co-treated with 5-aza-dC sensitizer; scaled so ellipticine positive control = 100%. activation, % at 7.58 µM. 360,000 compounds, 0.055% hits. AID 743238;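 active = mean normalized replicate activation at least 10% and every replicate at or above 10%; inconclusive = only one of the two criteria met; inactive = mean below 10% and not all replicates reach 10%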;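 note: 0% = median of on-plate neutral control wells and 100% = ellipticine 6 µM median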
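System: SV40-immortalized XiGFP fibroblast cells, line 68-5-11 / Incubation: 3-day compound exposure, then 15 min fixation at room temperature / Compound: single concentration per compound, delivered by pin transfer / Buffer or medium: DMEM plus 5-aza-dC sensitizer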
EWS-Fli block – EWS/Fli transcriptional activity inhibition; A673 NR0B1-luciferase reporter, viability-normalised; inhibition, % at 12.6 µM; 350,000 compounds, 0.67% hits; AID 651661;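 active = mean inhibition of at least 50% after viability correction, with every replicate also passing that limit; inconclusive = mean reaches 50% but only one of two replicates passes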;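 note: firefly luciferase signal divided by Alamar Blue viability fluorescence both relative to DMSO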
F508del corr – CFTR F508del correction in bronchial cells; CFBE cells, YFP halide quenching; stimulated with forskolin plus potentiator P3; % fluorescence drop versus neutral controls; activity (quench increase), % at 7.58 µM; 350,000 compounds, 0.36% hits; AID 720511;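 active = mean added fluorescence quench of at least 8% versus neutral control, with both replicates also reaching 8%; inconclusive = only one of the mean or replicate conditions met; inactive = mean below 8% and not both replicates reaching 8%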;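 note: cells transiently co-express mutant CFTR-F508del with the halide-sensitive YFP; corrector assay measuring rescue of mutant channel to the surface after 24 h compound exposure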
GSIS activator – GLuc luminescence reporter in INS-1E cells, primary screen for activators of glucose-dependent secretion of insulin. INS-1E GLuc reporter insulin secretion, 2-3 h. AID 743287. 370,000 compounds, 0.61% hits. activation, % at 16.6 µM;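 active = lowest replicate activation of at least 40%, so every replicate reaches that level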;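 note: 0% = median of neutral control wells and 100% = median of IBMX positive control wells; some compounds called inactive have numbers as strong as hits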
PAX8 inh HTS – lowers PAX8-driven luciferase in RMG-I cells; RMG-I TPO-luciferase reporter, SteadyGlo, 24 h; inhibition, % at 12.6 µM; 360,000 compounds, 1.2% hits; AID 652154;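 active = mean replicate inhibition at least 60% with every replicate also reaching 60%; inconclusive = only one of the two criteria is met; inactive = mean below 60% and not all replicates reaching 60%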;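 note: luciferase light reporting Pax8 driven TPO promoter activity; plate controls were median of neutral control wells for no effect and mitoxantrone controls for full effect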
ERp5 inh – inhibitors of human ERp5; Q15084; ERp5 insulin aggregation, absorbance 650 nm, 90 min; inhibition, % at 9.99 µM; 350,000 compounds, 0.05% hits;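 active = mean replicate inhibition above about 25%, with every replicate also reaching it, limit read from the data, passing the limit was not always enough; inconclusive = only one of those two criteria met; inactive = neither criterion met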
Target sequence (Q15084 whole entry, looked up): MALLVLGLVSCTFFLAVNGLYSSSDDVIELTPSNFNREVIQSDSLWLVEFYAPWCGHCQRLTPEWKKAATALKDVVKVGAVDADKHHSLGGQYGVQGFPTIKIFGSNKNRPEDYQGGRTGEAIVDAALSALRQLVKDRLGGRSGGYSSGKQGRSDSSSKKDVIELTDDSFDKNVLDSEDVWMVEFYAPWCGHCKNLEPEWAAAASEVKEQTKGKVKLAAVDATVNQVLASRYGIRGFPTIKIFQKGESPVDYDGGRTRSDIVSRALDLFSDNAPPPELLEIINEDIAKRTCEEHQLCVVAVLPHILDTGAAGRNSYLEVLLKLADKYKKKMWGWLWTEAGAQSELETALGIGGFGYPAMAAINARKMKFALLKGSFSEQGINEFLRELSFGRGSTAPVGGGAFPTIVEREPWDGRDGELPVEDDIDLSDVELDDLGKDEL
ARNT-TACC3 inh – ARNT/TACC3 interaction disruption; Q9Y6A5; inhibition, % at 9.99 µM; AID 623870; 390,000 compounds, 0.66% hits; AlphaScreen His-ARNT PAS-B/GST-TACC3 binding, luminescence; TACC3 fragment carries E629A point mutation;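 active = mean inhibition of replicates at least 50% and at least half of replicates each reaching 50%; inconclusive = half or more replicates reach 50% but mean below 50%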;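 note: 0% = complete ARNT plus TACC3 wells and 100% = ARNT alone without TACC3; many hits fall short of the cut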
DENV2 CPE – inhibitors of DENV2 cytopathic effect. DENV2-infected cells, cytopathic effect rescue, plate reader. CPE inhibition, % at 9.99 µM. 350,000 compounds, 1.7% hits; in the data active = CPE inhibition above about 20%, passing the limit was not always enough; inconclusive = no clear call, values can overlap the other calls; tested in BHK-21 cells;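 note: 0% = median of neutral control wells and 100% = median of positive control wells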
* hit, by the source's call; ? = inconclusive; / = no result given; & = joins results of further samples.

Sample of the layout, 3 compounds:
no.	Structure	Xi reactivation	EWS-Fli block	F508del corr	GSIS activator	PAX8 inh HTS	ERp5 inh	ARNT-TACC3 inh	DENV2 CPE
1	CC(C)OP(=O)(OC(C)C)C(Nc1ccccc1)c1cccc([N+](=O)[O-])c1 (stereo not drawn)	0.0	3	-2.3	-5	7	0	/	-4
2	CC(C)CC(C(=O)Nc1cccc(O)c1)N1C(=O)c2ccccc2C1=O (stereo not drawn)	0.2	2	-1.8	-14	2	3	22	-2
3	CNC[C@H]1Oc2c(NC(=O)c3nc4ccccc4s3)cccc2C(=O)N([C@H](C)CO)C[C@H]1C	0.3	8	2.1	6	-33	-5	-3	1

The listing, repeating the preview:
no.	Structure	Xi reactivation	EWS-Fli block	F508del corr	GSIS activator	PAX8 inh HTS	ERp5 inh	ARNT-TACC3 inh	DENV2 CPE
1	CC(C)OP(=O)(OC(C)C)C(Nc1ccccc1)c1cccc([N+](=O)[O-])c1 (stereo not drawn)	0.0	3	-2.3	-5	7	0	/	-4
2	CC(C)CC(C(=O)Nc1cccc(O)c1)N1C(=O)c2ccccc2C1=O (stereo not drawn)	0.2	2	-1.8	-14	2	3	22	-2
3	CNC[C@H]1Oc2c(NC(=O)c3nc4ccccc4s3)cccc2C(=O)N([C@H](C)CO)C[C@H]1C	0.3	8	2.1	6	-33	-5	-3	1
4	C[C@@H]1CN([C@H](C)CO)C(=O)CCCn2nncc2CO[C@@H]1CN(C)C(=O)C1CCCCC1	-0.5	5&-3	-0.5&-0.4	7&-2	-10&8	-2&-1	-1	15&14
5	CCCCNC(=S)N1CCN(C)CC1	0.0	-21	2.6	14	-1	-75	-8	-4
6	COCC(=O)Nc1ccc2c(c1)[C@H]1C[C@@H](CC(=O)NCc3cc(F)ccc3F)O[C@@H](CO)[C@H]1O2	-0.1	-7	-2.7	-8	-9	/	-7	38*
7	C[C@H]1CN([C@@H](C)CO)C(=O)c2cccc(NS(=O)(=O)c3ccccc3)c2O[C@H]1CN(C)Cc1ccc(Oc2ccccc2)cc1	0.0	-3	-2.2	-17	-34	2	2	-2
8	COc1ccc(NC(=O)c2cn(-c3ccccc3)nc2-c2ccncc2)cc1	0.1	0	-0.7	9	14	0	-3	0
9	C[C@@H](NC(=O)C[C@H]1C=C[C@@H](NC(=O)Nc2ccc3c(c2)OCO3)[C@@H](CO)O1)c1ccccc1	0.0	-5	-3.6	-2	-18	-1	-6	5
10	COc1ccc2c3c(n(C)c2c1)[C@H](CO)N(Cc1ccccc1)CC31CCN(CC2CC2)CC1	-0.1	3	0.6	5	/	2	/	10
11	COc1ccccc1CNC(=O)COC(=O)c1cc(C)nc2ccccc12	0.0	-9	-0.4	48*	0	-2	-20	-6
12	O=C1c2cccc3c([N+](=O)[O-])ccc(c23)C(=O)N1CC1CCCO1 (stereo not drawn)	?	36	0.5	-24	5	-3	4	-3
13	COc1ccc(/C=N/n2cnc3c([nH]c4ccc(F)cc43)c2=O)cc1CN1CCCC1	1.6	57*	-0.4	5	11	-6	-3	-4
14	O=C(Nc1nc(-c2ccc(Br)cc2)cs1)c1cccnc1	0.6	-13	1.8	1	-4	2	4	8
15	CN(C)S(=O)(=O)N(CC(=O)NCc1ccccc1)c1ccccc1	/	-8	1.4	8	/	-5	-4	-8
16	CCOc1ccc(C(=O)C(C)OC(=O)CN2C(=O)NC(C)(C)C2=O)cc1 (stereo not drawn)	-0.1	-7	-0.6	-7	-17	-3	/	1
17	Cc1cc(C)c(N2C(=O)CC(Sc3ccccc3N)C2=O)c(C)c1 (stereo not drawn)	0.1	0	-0.8	/	-11	1	/	-2
18	COC(=O)CCC(=O)Nc1ccc(S(=O)(=O)N2CCc3ccccc32)cc1	0.1	-5	0.9	-6	8	1	-12	2
19	Oc1cc(NCc2ccc(Cl)cc2)cc2cccnc12	0.1	3	2.5	12	-2	1	37*	5
20	CN(C)CCn1c2c(c(SCC(=O)Nc3nccs3)nc1=O)CCCC2	1.0	-1	-2.7	20	4	0	3	-5
21	Cc1ccc(NC(=O)CC(NC(=O)c2ccccc2Cl)c2ccccc2)nc1 (stereo not drawn)	0.0	-7	-3.5	10	-7	6	4	-6
22	Cc1cc(Br)ccc1OCCN1CCCC1	0.0	0	0.5	-9	-80	1	7	-6
23	COC(=O)c1c(NC(=O)CCC(=O)O)sc(Cc2ccccc2)c1C	-0.2	8	-0.1	23	-4	-12	29	-1
24	CCn1ccnc1[C@@H]1C[C@H]2CN(Cc3cccc(Cl)c3)C(=O)[C@]23CCCN13	0.0	-1	0.4	23	2	-5	-5	/
25	Cc1nc2c(-c3ccccc3)c(C)nn2c(C)c1CCC(=O)NC(C)CCc1ccco1 (stereo not drawn)	-0.1	8	-1.7	/	28	3	-4	9
26	CCCCOCCCNC(=O)C[C@@H]1C[C@@]2(C(=O)OC)CCCCC=C2N(Cc2ccco2)C1=O	0.0	3	-1.8	-6	18	-3	/	5
27	COc1ccc(NC(=O)Cn2nnc(C(=O)Nc3ccc(F)c(Cl)c3)c2N)cc1	-0.1	/	2.3	0	-9	1	-6	-8
28	CCOC(=O)C1(O)CC(C)=NN1C(=O)c1cccc(Br)c1 (stereo not drawn)	0.2	2	0.8	-5	-7	-3	-5	/
29	CC(C)NC(=O)N[C@H]1C=C[C@H](CC(=O)NCCCN(C)C)O[C@@H]1CO	0.0	-3	-1.1	4	-2	-1	-39	1
30	Cc1cc(C)n(S(=O)(=O)c2cccc([N+](=O)[O-])c2)n1	0.1	17	0.5	2	2	1	-7	1
31	C#CCOCCOCCOCCNc1nc(N2CCOCC2)nc(N2CCN(C(=O)CCCCCCCCCCNC(=O)[C@@H](CCSC)n3cc(CCO)nn3)CC2)n1	-0.1	11	-5.8	-4	5	-10	0	-20
32	COc1ccc(NC(=O)CSc2nnc(NC(=O)C3CCC3)s2)c(OC)c1	0.0	3	0.0	-5	2	5	-9	7

33) COC(=O)[C@]12C(=O)NC[C@H](CN1c1ccc(C(F)(F)F)cc1)N2C
34) Cc1cccn2c(=O)nc(SCC(=O)N3CCCC3)nc12
35) O=C(c1ccc2nc(Cc3cccc(Cl)c3)oc2c1)N1CCOCC1
36) COc1cc(OC)c(-c2nnc3n(CCc4ccccc4)c(=O)c4ccccc4n23)cc1OC
37) Cc1ccc(SCc2nc3ncccn3c2Br)cc1
38) OCCNCc1cccc(-c2ccccc2)c1O
39) COc1ccc(S(=O)(=O)Nc2ccc3c(c2)C(=O)N([C@H](C)CO)C[C@@H](C)[C@H](CN(C)S(=O)(=O)c2c(C)noc2C)OCCCC[C@H](C)O3)cc1
40) COc1cccc2cc(CC(=O)c3ccc(C)c(C)c3)c(=O)oc12
41) Clc1cccc(N2CCN(Cc3nc(-c4ccccc4)no3)CC2)c1
42) COc1ccc(CN(C)C[C@@H]2Oc3ccc(NC(=O)C4CCCCC4)cc3CC(=O)N([C@H](C)CO)C[C@@H]2C)cc1

screen / no.	33	34	35	36	37	38	39	40	41	42
Xi reactivation	0.6	-0.1	0.0	0.0	0.0	0.1	0.1	0.0	0.2	0.3
EWS-Fli block	1	-1	/	-12	-31	-5	16	-111	3	6
F508del corr	-0.5	3.2	-0.8	-1.3	-1.3	-0.4	-1.3	4.3	-4.2	-1.9
GSIS activator	-8	26	4	21	/	-1	-14	12	-5	-1
PAX8 inh HTS	-9	16	-156	/	-7	/	46	-62	9	/
ERp5 inh	-4	-9	5	0	3	-3	13	6	3	2
ARNT-TACC3 inh	-7	-6	7	/	0	-1	-1	-3	/	-12
DENV2 CPE	-5	12	-3	-3	-3	-2	4	1	-6	7

43) CC(=O)c1cccc(NC(=O)Nc2nc(C)cc(C)n2)c1
44) COc1ccc(S(=O)(=O)N(C)C[C@H]2Oc3c(NS(=O)(=O)c4cn(C)cn4)cccc3C(=O)N([C@@H](C)CO)C[C@H]2C)cc1
45) COc1ccc(C(=O)NC2(C(F)(F)F)NC(=O)N(CCCc3ccccc3)C2=O)c(OC)c1OC (stereo not drawn)
46) Cc1ccc(-c2ccc(C(=O)NCc3ccc(Cl)cc3)o2)c2ccccc12
47) Cc1ccc([N+](=O)[O-])cc1S(=O)(=O)Nc1ccc(C(=O)NCc2ccccn2)cc1
48) C[C@@H]1CN([C@H](C)CO)C(=O)c2cc(C#Cc3ccccc3F)cnc2O[C@@H]1CN(C)S(C)(=O)=O
49) CC(C)NC(=O)N1C[C@H]2[C@@H](c3ccccc31)[C@H](CO)N2C(=O)Nc1ccc(F)cc1
50) O=C1N(C2CCCC2)C[C@@H]2C[C@@H](c3cccn3-c3nccs3)N3CCC[C@@]123
51) O=C(O)C(Cc1ccccc1)N1C(=O)c2c(Cl)c(Cl)c(Cl)c(Cl)c2C1=O (stereo not drawn)
52) CO[C@H]1CN(C)C(=O)c2ccc(NC(C)=O)cc2OC[C@H](C)N(C(=O)c2cnccn2)C[C@@H]1C
53) O=S1(=O)CCN(c2ccccc2CC(c2c[nH]c3ccccc23)c2c[nH]c3ccccc23)CC1
54) CNC[C@@H]1Oc2ccc(NC(=O)Nc3ccc(OC)cc3)cc2C(=O)N([C@H](C)CO)C[C@H]1C

screen / no.	43	44	45	46	47	48	49	50	51	52	53	54
Xi reactivation	0.0	0.0	0.0	0.2	0.1	0.1	0.0	0.2	0.2	0.4	0.1	0.5
EWS-Fli block	-51	-8	/	-12	7	8	2	-2	5	/	7	-9
F508del corr	-4.3	1.5	/	-0.6	-1.2	/	-5.5	-0.1	2.5	-2.7	0.5	-3.2
GSIS activator	-2	17	-12	7	13	14	-3	5	-15	2	-4	6
PAX8 inh HTS	-58	-23	-5	-7	-7	17	-16	6	12	-9	20	-10
ERp5 inh	-1	-4	/	-3	-1	1	-2	4	0	-2	6	2
ARNT-TACC3 inh	-3	/	-2	4	-1	22	-7	-1	-4	/	-11	7
DENV2 CPE	1	3	/	-15	0	/	1	/	2	4	5	-5
